PvdQ inh: blocks Pseudomonas aeruginosa PvdQ acylase activity; hit rate 0.063% among 340,000; purified PvdQ acylase, fluorescence plate reader; AID 488965; inhibition, % at 10 µM; in the data active = inhibition above about 30%, passing the limit was not always enough;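 note: 0% = vehicle neutral wells and 100% = reference inhibitor wells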
PKA-R2B act: PKA-R2B complex activation. P22694+P31323. PKA-R2B holoenzyme dissociation, Cy5-IP20 fluorescence polarization; R2B truncated from residue 108, S112A mutant; 0% DMSO only, 100% 113 µM cGMP. activation, % at 11.4 µM. hit rate 0.079% among 340,000. AID 504700;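 active = activation above a cutoff set at the mean over all compounds plus 3 SD, cut at about 18% in these data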;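 note: higher means more holoenzyme dissociation and a rise in polarization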
NSD2 inh: NSD2 (human) methyltransferase inhibition | NSD2 peptide methylation, AlphaScreen, 120 min | inhibition, % at 12.5 µM | hit rate 0.54% among 310,000 | AID 743445; in the data active = inhibition above about 50%
Target sequence (O96028 whole entry, looked up): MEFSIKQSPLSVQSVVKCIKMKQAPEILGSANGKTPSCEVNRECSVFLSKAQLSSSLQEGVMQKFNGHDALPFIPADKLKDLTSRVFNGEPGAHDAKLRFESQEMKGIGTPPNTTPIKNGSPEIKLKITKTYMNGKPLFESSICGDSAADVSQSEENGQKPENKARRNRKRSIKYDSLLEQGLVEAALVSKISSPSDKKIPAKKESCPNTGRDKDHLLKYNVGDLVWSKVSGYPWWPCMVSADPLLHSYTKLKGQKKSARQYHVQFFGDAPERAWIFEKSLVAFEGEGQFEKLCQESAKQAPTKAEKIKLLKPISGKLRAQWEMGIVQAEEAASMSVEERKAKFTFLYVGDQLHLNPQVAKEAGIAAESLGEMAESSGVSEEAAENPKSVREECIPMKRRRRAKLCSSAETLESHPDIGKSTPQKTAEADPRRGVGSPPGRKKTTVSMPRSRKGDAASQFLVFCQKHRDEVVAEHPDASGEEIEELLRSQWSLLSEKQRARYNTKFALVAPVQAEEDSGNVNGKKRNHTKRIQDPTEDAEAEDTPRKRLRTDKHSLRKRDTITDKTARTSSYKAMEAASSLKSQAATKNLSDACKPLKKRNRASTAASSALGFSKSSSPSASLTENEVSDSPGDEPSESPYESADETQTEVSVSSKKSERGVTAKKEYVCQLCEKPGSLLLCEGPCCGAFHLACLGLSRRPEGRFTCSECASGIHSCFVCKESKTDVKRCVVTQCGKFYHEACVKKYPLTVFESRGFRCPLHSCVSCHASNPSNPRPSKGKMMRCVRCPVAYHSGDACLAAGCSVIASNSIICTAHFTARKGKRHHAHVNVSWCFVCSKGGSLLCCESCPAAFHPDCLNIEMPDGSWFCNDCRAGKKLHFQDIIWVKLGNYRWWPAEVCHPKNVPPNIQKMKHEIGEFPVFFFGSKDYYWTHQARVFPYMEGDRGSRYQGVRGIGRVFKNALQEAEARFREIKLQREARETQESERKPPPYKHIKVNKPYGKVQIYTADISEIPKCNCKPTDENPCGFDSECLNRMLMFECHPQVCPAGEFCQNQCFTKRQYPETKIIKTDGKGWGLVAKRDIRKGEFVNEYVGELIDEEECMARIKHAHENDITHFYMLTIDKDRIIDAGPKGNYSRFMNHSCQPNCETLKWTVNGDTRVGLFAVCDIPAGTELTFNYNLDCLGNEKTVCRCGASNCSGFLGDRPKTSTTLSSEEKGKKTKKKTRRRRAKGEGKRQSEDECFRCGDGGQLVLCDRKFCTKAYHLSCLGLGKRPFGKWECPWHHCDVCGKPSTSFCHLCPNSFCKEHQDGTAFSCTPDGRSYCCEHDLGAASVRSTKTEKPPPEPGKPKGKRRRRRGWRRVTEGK
SR-BI HDL uptake: inhibitors of mouse SR-BI mediated HDL lipid uptake. Q61009. ldlA[mSR-BI] CHO cells, DiI-HDL uptake fluorescence, 3 h. inhibition, % at 12.5 µM. hit rate 0.96% among 320,000;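 active = mean replicate inhibition of at least 70% and a set share of replicates each scoring 70 or more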;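 note: 0% = median of neutral control wells and 100% = median of positive control wells; values of inactives mirror those of a sister screen read the other way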
DAGLB inhibitor: blocks human DAGLB lipase activity | AID 504411 | HEK293T DAGLB membrane lysate, EnzChek fluorogenic substrate | hit rate 0.059% among 340,000 | inhibition, % at 5.17 µM; in the data active = inhibition above about 34%;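 note: 0% = enzyme with vehicle and 100% = wells lacking enzyme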
SR-BI DiI-HDL act: activators of SR-BI mediated HDL lipid uptake. CHO ldlA[mSR-BI] cells, DiI-HDL uptake fluorescence, 3 h; 100 = double the neutral-control signal. activation, % at 12.5 µM. hit rate 0.096% among 320,000;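 active = mean replicate activation of at least 60% and every replicate at or above 60%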;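 note: 0% = median plate neutral-control signal and 100% = twice that signal; values of inactives mirror those of a sister screen read the other way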
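Assay system: LDL receptor-deficient CHO ldlA cells overexpressing murine SR-BI / Medium: BSA-supplemented, HEPES-buffered Ham's F12, pH 7.4 / Probe or stimulus: DiI-labelled HDL at 10 µg/mL final / Timing: compound with DiI-HDL co-incubation, 3 h at 37 °C / Technique: bottom-read cell fluorescence after medium removal, ex 550/em 595 nm / Measure: HDL uptake via cellular fluorescence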
Keap1 Nrf2 FP: inhibitors of human Keap1-Nrf2 protein-protein interaction. Keap1 Kelch-Nrf2 peptide fluorescence polarization, 1536-well. inhibition, % at 9.4 µM. hit rate 0.15% among 340,000. AID 504523; in the data active = inhibition above about 12%;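 note: human Keap1 Kelch domain with fluorescein labeled Nrf2 9mer peptide probe; 0% = neutral control wells and 100% = peptide positive control; higher means more block of Keap1 binding to Nrf2 peptide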
LANA DNA inh: KSHV C-LANA DNA binding inhibition. MBP-C-LANA/FAM-LBS DNA binding, fluorescence polarization. inhibition, % at 9 µM. hit rate 0.078% among 340,000. AID 504423;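 active = highest replicate inhibition at or above 60% at 9 µM, even if other replicates fall short; inactive = all replicates below 60% inhibition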;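 note: 0% = neutral control wells and 100% = 4 µM acridine orange control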
RTF Ca sens inh: cardiac RTF calcium desensitization; P19429+P45379; IANBD-labeled cardiac RTF, Ca2+ fluorescence; inhibition, % at 7.15 µM; hit rate 0.12% among 340,000; AID 493244;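 active = inhibition above the mean inhibition of all tested compounds plus 3 SD, cut at about 17% in these data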;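 note: assay run at fixed EC70 calcium of 1.6 mM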
Arr AP2 block: human beta-arrestin and AP2 interaction inhibition | FITC-arrestin peptide / GST-AP2 beads, flow cytometry; AP2 beta2 appendage carries R879A mutation | inhibition, % at 10 µM | hit rate 0.31% among 340,000 | AID 504490;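 active = inhibition above a set limit, near 3 SD of compounds lacking own fluorescence, cut at about 54% in these data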;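 note: plate controls were DMSO wells for no effect and 5 µM unlabelled arrestin peptide for full effect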
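Material – GST-tagged AP2 beta2-adaptin appendage (R879A) on 4 µm glutathione beads · Probe or stimulus – fluorescein-tagged arrestin peptide at 50 nM final · Timing – 12 min plus 1 h, RT · Detection – bead flow cytometry, FITC channel · Read-out basis – inhibition as reduced fluorescein signal on beads, percent · Medium – PBS plus Tween 20 (0.05%) and BSA (0.1%)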
An asterisk follows results filed as active; x = no result given.

SMILES	PvdQ inh	PKA-R2B act	NSD2 inh	SR-BI HDL uptake	DAGLB inhibitor	SR-BI DiI-HDL act	Keap1 Nrf2 FP	LANA DNA inh	RTF Ca sens inh	Arr AP2 block
O=C(COC(=O)CCSc1ccccc1)Nc1ccccc1	-7	-8	-4	-19	2	19	0	6.2	-7	22
COc1ccc(COc2ccccc2C(=O)Nc2ccccn2)cc1[N+](=O)[O-]	-2	-6	12	7	-2	-7	-3	-0.4	10	2
Cc1ccc(N(CC(=O)NCc2ccccc2)C(=O)CCC(=O)Nc2ccccn2)cc1C	-13	-11	-1	-13	1	13	-2	0.6	-1	-13
CCOc1ccc(NC(=O)c2sc(NC(C)=O)c(C(=O)OC)c2C)cc1	-16	4	-2	6	0	-6	2	0.7	2	2
CC(=O)c1ccc(NC(=O)CSc2nc(N3CCOCC3)nc(N3CCOCC3)n2)cc1	2	12	-1	-12	-2	12	0	0.7	-6	31
Cn1cc(Br)c(C(=O)NC2C3CC4CC(C3)CC2C4)n1 (centres undefined)	-16	11	x	-3	0	3	1	1.0	-6	10
Cn1c(=O)c(=O)n(C)c2cc(N3CCCCC3)c(NS(=O)(=O)c3ccc(Br)cc3)cc21	10	3	7	0	2	0	0	-2.5	2	-5
Cc1cc(=O)oc2cc(OCC3CC(c4ccccc4)=NO3)ccc12 (centres undefined)	-7	-1	-5	23	-5	-23	2	1.1	-3	13
COc1ccc(CNC(=O)CCC(=O)N2CCN(S(=O)(=O)c3ccc(Cl)cc3)CC2)cc1	6	-11	-1	-14	0	14	0	-1.7	6	42
Cn1c(Cn2nnc3ccccc32)nnc1SCC(=O)Nc1ccc2c(c1)OCO2	-8	-4	x	-10	0	10	2	-1.5	-4	4
Cc1ccc(Cl)cc1NC(=O)c1ccccn1	-7	10	-6	x	-5	x	-1	2.1	8	34
CCN1C(=O)[C@H]2[C@@H](c3ccc(-c4cccc(Cl)c4)cc3)N[C@@](Cc3ccccc3)(C(=O)OC)[C@H]2C1=O	-5	-2	x	-25	-6	25	-1	0.0	1	-1
Cc1cc(C)nc(-n2nc(C)cc2NC(=O)CNCc2ccccc2)n1	4	-6	x	-15	-2	15	-3	-0.8	-3	2
COc1ccccc1OCC(=O)Nc1ccc(S(=O)(=O)N2CCCC2)cc1	-5	-5	69*	x	2	x	-2	1.6	3	-10
Oc1cc(NCc2ccc(Cl)cc2)cc2cccnc12	-16	-6	x	-16	1	16	-1	2.0	-10	-4
CN(C)C1(CNCC(O)c2ccccc2)CCCCC1 (centres undefined)	-7	-4	2	-10	0	10	0	-1.0	-6	23
CN(Cc1ccccc1)C(=O)c1[nH]cnc1C(=O)NCc1ccccc1	-14	4	x	-3	1	3	-2	-2.8	-11	6
Cc1c(C(=O)N/N=C/c2ccccc2)sc(=S)n1C	-15	-5	0	23	2	-23	-2	-3.0	1	-4
O=S(=O)(/C=C/c1ccccc1)NC1CCCCCC1	-4	x	-7	9	x	-9	-5	1.0	x	5
CN1CCN(C2CC(=O)N(c3ccc4c(c3)OCCO4)C2=O)CC1 (centres undefined)	-17	-1	-3	x	-2	x	0	1.0	-9	-2
O=C(CN1CCN(c2ccccn2)CC1)N1CCc2ccccc21	-6	-3	1	-23	-3	23	3	0.4	-1	-1
CCC(c1nnc(SCC(=O)N(C)c2ccccc2)n1Cc1ccccc1)N(C)C (centres undefined)	-12	-6	0	-33	-1	33	0	-1.3	-8	-19
CN1C(=O)CSc2ccc(NC(=O)N3CCc4ccccc43)cc21	-8	-4	-1	66	-1	-66	-8	4.4	0	8
Cn1c(=O)c2c(ncn2CC(=O)N/N=C/c2cn[nH]c2-c2ccc(F)cc2)n(C)c1=O	-9	7	-2	-14	-2	14	1	-0.3	3	24
COCCN1C=C2C(=O)C(C)(OC(=O)C3CCCC3)C(=O)C(c3ccccc3)=C2C=C1CCCC(=O)OC (centres undefined)	-3	-7	x	-7	-1	7	2	1.3	-6	14

(list continues)
SMILES	PvdQ inh	PKA-R2B act	NSD2 inh	SR-BI HDL uptake	DAGLB inhibitor	SR-BI DiI-HDL act	Keap1 Nrf2 FP	LANA DNA inh	RTF Ca sens inh	Arr AP2 block
Cc1nc(SCC(=O)N2CCCc3ccccc32)c2oc3ccccc3c2n1	13	0	-1	0	-2	0	-2	0.5	2	17
O=C(O)CC1C(=O)NCCN1CCCc1ccccc1 (centres undefined)	-16	-4	x	8	1	-8	-7	-0.3	-11	-8
COc1ccc(-n2c(O)c(/C=N/n3cnnc3)c3ccccc3c2=O)cc1	-12	-7	-2	-11	1	11	-5	0.1	-1	-11
Cn1c(=O)c2c(nc(NCc3ccco3)n2CC(O)CO)n(C)c1=O (centres undefined)	2	-21	0	-19	1	19	1	0.8	-3	16
O=S(=O)(c1ccccc1)N1CCC(n2cnc3ccccc32)CC1	1	-14	-1	x	-1	x	2	-0.7	-16	32
CCOC(=O)c1cnc(SC)nc1Sc1ccc(Cl)cc1Cl	6	4	-6	1	-4	-1	-5	-0.2	6	9
CCn1c2nc(SCCN3CCOCC3)nnc2c2cc(C)cc(C)c21	-2	1	2	27	0	-27	-4	1.6	3	2
C=CCn1c2[n+](c3ccccc3c1=O)CCCCC2	-1	10	2	-13	3	13	3	0.4	-8	24
COc1ccc(N2CC(O)=C(c3nc(-c4ccc(F)cc4)cs3)C2=N)cc1Cl	-6	-6	-1	61	0	-61	-1	14	1	-7
CCN1CCN(c2ccc(S(=O)(=O)N3CCCCC3)cc2NC(=O)c2ccc(F)cc2)CC1	-11	1	11	-13	-1	13	-3	3.0	-7	-5
CC(=O)N1N=C(c2cccc([N+](=O)[O-])c2)OC1c1ccccc1Cl (centres undefined)	-4	-9	0	-4	-4	4	-1	-0.4	7	16
CN(CC(=O)O)S(=O)(=O)/C=C/c1ccccc1	-4	7	3	-13	-2	13	1	-0.2	0	0
CCN(c1ccc(OC)cc1)S(=O)(=O)c1ccc2c(c1)NC(=O)CS2	10	-1	2	-2	1	2	-4	0.4	-5	21
CC[C@H]1CN2CCc3cc(OC)c(OC)cc3[C@@H]2C[C@@H]1C[C@H]1NCCc2cc(OC)c(OC)cc21	3	4	x	14	-1	-10	-1	0.8	10	7
CCN(CC)S(=O)(=O)c1ccc2c(c1)nc(CCC(=O)OCc1c(C)noc1C)n2C	4	-8	0	0	-1	0	-4	1.2	-12	6
CCCC[n+]1ccn(-c2nc3ccccc3nc2[N-]S(=O)(=O)c2ccc(Br)cc2)c1	5	-14	2	-32	0	32	-3	0.7	-5	-1
O=C(/C=C/c1cn(-c2ccccc2)nc1-c1cccnc1)NCCN1CCOCC1	-3	-4	x	-3	-1	3	1	-1.5	-1	19
CNCC(O)COc1cccc(OC)c1 (centres undefined)	-10	-11	8	-2	2	2	-6	1.0	-4	-17
CCCCOc1cccc(C(=O)Nc2ccc(N3CCN(CC)CC3)cc2)c1	-13	-6	-1	24	1	-24	-5	-1.0	0	10
CCN(CC)S(=O)(=O)c1cccc(C(=O)N2CCCCC2)c1	-9	-3	0	12	-1	-12	-4	-2.7	2	9
COc1ccc(N2CCN(C(=O)C3CCN(S(=O)(=O)c4ccccc4)CC3)CC2)cc1	3	1	-1	-5	-1	5	0	-0.4	1	51
Cc1ccccc1C(=O)Nc1cccc(NC(=O)c2ccc(F)cc2)c1	8	-2	0	79*	-2	-79	-2	0.2	-3	32
CCCNC(=O)CN(C)CC(=O)Nc1ccccc1C#N	-12	-7	-2	-11	0	11	-5	-1.0	-2	1
C=CCNC(=S)N1CCN(Cc2ccccc2)CC1	-13	0	0	-12	2	12	0	-1.5	-16	20
CS(=O)(=O)N(CC(=O)N1CCN(Cc2ccccc2)CC1)c1ccc2c(c1)OCCO2	-10	-3	-6	27	-2	-27	7	0.6	-12	-2

(further entries)
SMILES	PvdQ inh	PKA-R2B act	NSD2 inh	SR-BI HDL uptake	DAGLB inhibitor	SR-BI DiI-HDL act	Keap1 Nrf2 FP	LANA DNA inh	RTF Ca sens inh	Arr AP2 block
Cc1nnc(NC(=O)c2nc(S(=O)(=O)Cc3ccccc3C)ncc2Cl)s1	6	-1	-2	3	0	-3	-3	-1.2	-5	-7
Nc1nnc(SCC(=O)OCC(=O)NC2CCCCC2)s1	6	-10	-2	-33	-1	33	-2	0.4	5	27
COc1ccc(/C(C)=N/N=C(N)N)c(OC)c1	6	8	0	-19	1	19	-2	-0.4	3	25
CCOc1ccc(NC(=O)CSc2nc3ccccc3c(=O)n2CCCC(=O)NCC2CCCO2)cc1 (centres undefined)	0	-8	-10	-8	-8	8	0	-1.1	4	5
C[C@H]1CCC2[C@](C)(CO)[C@@H](O)CC[C@]2(C)[C@@]12CCC(CO)(CCO)O2 (some centres undefined)	-9	-5	-3	-18	3	18	6	-2.1	-5	3
O=C(c1ccc(Cl)cc1Cl)N1CCC(c2nc3c(nnn3Cc3ccco3)c(=O)[nH]2)CC1	-15	-5	0	-6	3	6	0	-0.5	-5	2
COc1cc(OC)cc(C(=O)NNC(=O)CNC(=O)c2cccs2)c1	-1	1	-3	6	1	-6	1	-0.4	-9	29
COc1ccc(NS(=O)(=O)c2cccc(C(=O)N(C)Cc3cccs3)c2)cc1	-5	0	2	-25	2	25	0	-1.1	-2	-13
CCn1cc(C(=O)O)c(=O)c2cc(F)c(N/N=C/c3ccccc3[N+](=O)[O-])cc21	8	10	0	12	-1	-12	2	1.3	-2	29
COc1ccc(Cl)cc1NC(=O)c1ccoc1C	5	-7	-1	57	-1	-57	0	0.8	5	14
C[C@H](NS(=O)(=O)c1c(Cl)cccc1Cl)C(=O)NNC(=O)COc1ccccc1F	-11	12	-2	11	-2	-11	1	2.6	-6	1
CCCCCn1c2nc3ccccc3nc2c2c(=O)n(CC(C)C)cnc21	-12	-4	x	25	-1	-25	-6	-0.7	-3	0
O=C(NCCc1ccccc1Cl)C1CCC(=O)N(Cc2ccc(Cl)cc2)C1 (centres undefined)	-7	15	2	-26	5	x	4	0.8	-14	50
O=C(O)CC1(CC(=O)Nc2ccc(C(F)(F)F)cc2)CCCC1	-15	0	-4	-15	1	15	4	-3.8	-7	-7
CCNc1nc(NCC)n2c(SCC(=O)Nc3ccc(F)cc3)nnc2n1	-13	-5	5	-38	2	38	-1	1.0	1	-9
CCOC(=O)c1nc2ccccc2s1	-13	-12	-1	-22	-5	22	-1	-1.5	-3	0
CCOC(=O)CN(C(=O)CSc1nnc(-c2ccc(OC)c(OC)c2)o1)c1ccccc1	-9	6	-4	17	0	-17	-8	0.3	-3	2
CC(C)CNS(=O)(=O)c1cc(C(=O)OC2CCOC2=O)c(Cl)cc1Cl (centres undefined)	-14	-3	27	x	-2	x	-2	0.1	-16	-8
